# EWS-Fli block = inhibitors of EWS/Fli oncoprotein transcriptional activity; A673 NR0B1-luciferase reporter, viability-normalised; AID 651661; inhibition, % at 12.6 µM; actives 0.67% (n = 350,000);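 active = mean inhibition of at least 50% after viability correction, with every replicate also passing that limit; inconclusive = mean reaches 50% but only one of two replicates passes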;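 also: firefly luciferase signal divided by Alamar Blue viability fluorescence both relative to DMSO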
# DENV2 CPE = inhibitors of DENV2 cytopathic effect; DENV2-infected cells, cytopathic effect rescue, plate reader; actives 1.7% (n = 350,000); AID 651640; CPE inhibition, % at 9.99 µM; in the data active = CPE inhibition above about 20%, passing the limit was not always enough; inconclusive = no clear call, values can overlap the other calls; tested in BHK-21 cells;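 also: 0% = median of neutral control wells and 100% = median of positive control wells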
# PAX8 inh HTS = PAX8 transcriptional activity inhibition. RMG-I TPO-luciferase reporter, SteadyGlo, 24 h. actives 1.2% (n = 360,000). inhibition, % at 12.6 µM;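 active = mean replicate inhibition at least 60% with every replicate also reaching 60%; inconclusive = only one of the two criteria is met; inactive = mean below 60% and not all replicates reaching 60%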;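 also: luciferase light reporting Pax8 driven TPO promoter activity; plate controls were median of neutral control wells for no effect and mitoxantrone controls for full effect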
# CFTR F508del cor = CFTR F508del correction in bronchial cells; CFBE cells, YFP halide quenching; stimulated with forskolin plus potentiator P3; % fluorescence drop versus neutral controls; activity (quench increase), % at 7.58 µM; actives 0.36% (n = 350,000);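 active = mean added fluorescence quench of at least 8% versus neutral control, with both replicates also reaching 8%; inconclusive = only one of the mean or replicate conditions met; inactive = mean below 8% and not both replicates reaching 8%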;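 also: cells transiently co-express mutant CFTR-F508del with the halide-sensitive YFP; corrector assay measuring rescue of mutant channel to the surface after 24 h compound exposure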
# GSIS activator = GLuc luminescence reporter in INS-1E cells, primary screen for activators of glucose-dependent secretion of insulin; INS-1E GLuc reporter insulin secretion, 2-3 h; activation, % at 16.6 µM; actives 0.61% (n = 370,000);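 active = lowest replicate activation of at least 40%, so every replicate reaches that level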;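 also: 0% = median of neutral control wells and 100% = median of IBMX positive control wells; some compounds called inactive have numbers as strong as hits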
# FN deposition inh = fibronectin deposition inhibition; AH1F fibroblasts, Alexa488-fibronectin deposition fluorescence, overnight; inhibition, % at 12.6 µM; actives 0.086% (n = 350,000);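 active = mean inhibition across replicates of 30% or more, regardless of how many single replicates reach that level; inconclusive = mean under 30% yet at least half of replicates reach 30%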;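 also: positive control wells lacked labelled fibronectin entirely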
#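 Assay system: AH1F fibroblast monolayer, labelled fibronectin deposition. Amount: 10000 cells per well. Also added: labelled fibronectin 24 nM. Compound: single-point pinned compound. Incubation: cell attachment 1 h, compound and FN exposure overnight. Detection: fluorescence after three HBSS washes, excitation 485 nm, emission 525 nm. Read-out: inhibition of fibronectin deposition signal.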
# miR-122 sensor = inhibitors of miR-122 in Huh7 cells | Huh7 miR-122 Renilla luciferase sensor, 48 h; neutral wells = 0, positive control = 100 | activation (reporter increase), % at 12.5 µM | actives 0.3% (n = 340,000);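 active = mean replicate activation score at least 90 and every replicate individually at or above 90; inconclusive = only one of the two criteria met; inactive = neither criterion met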;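 also: higher luciferase means less miR-122 activity so hits act as miR-122 inhibitors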
# * hit, by the source's call; ? = inconclusive; nt = no result given; & = joins results of further samples; [ ] = another dose, or the depositor's remark.
# Start of the data: the first 5 records, ahead of the listing:
molecule	EWS-Fli block	DENV2 CPE	PAX8 inh HTS	CFTR F508del cor	GSIS activator	FN deposition inh	miR-122 sensor
CNC(=O)CSc1nnc(-c2ccco2)n1-c1ccc(C)cc1	nt	nt	4.7	nt	5.2	nt	-1.0
CCN(CC)C(=O)[C@H]1CC(CC(=O)NC/C=C(\C)CCC=C(C)C)C(=O)N2CCc3c([nH]c4ccc(OC)cc34)[C@]12C (stereo partly drawn)	15.2	40.4*	58.8	-0.6	-14.6	-8.2	-10.1
CN(C)C(=O)CCc1ccc2c3c([nH]c2c1)[C@]1(C)[C@@H](C(=O)N2CCOCC2)C[C@H](CC(=O)NCCCn2ccnc2)C(=O)N1CC3	-8.6	-5.3	3.4	0.0	18.1	2.4	nt
Cc1ccc(C(=O)NNC(=O)c2ccoc2C)s1	-8.0	4.4	-22.3	-0.2	5.2	-1.7	-9.7
COc1ccc(C(=O)N2CCNC(=O)C2CC(=O)Nc2ccc(C)c(C)c2)cc1 (stereo not drawn)	nt	7.7	-5.3	1.6	32.4	nt	-1.0

# The list itself, from the first entry:
molecule	EWS-Fli block	DENV2 CPE	PAX8 inh HTS	CFTR F508del cor	GSIS activator	FN deposition inh	miR-122 sensor
CNC(=O)CSc1nnc(-c2ccco2)n1-c1ccc(C)cc1	nt	nt	4.7	nt	5.2	nt	-1.0
CCN(CC)C(=O)[C@H]1CC(CC(=O)NC/C=C(\C)CCC=C(C)C)C(=O)N2CCc3c([nH]c4ccc(OC)cc34)[C@]12C (stereo partly drawn)	15.2	40.4*	58.8	-0.6	-14.6	-8.2	-10.1
CN(C)C(=O)CCc1ccc2c3c([nH]c2c1)[C@]1(C)[C@@H](C(=O)N2CCOCC2)C[C@H](CC(=O)NCCCn2ccnc2)C(=O)N1CC3	-8.6	-5.3	3.4	0.0	18.1	2.4	nt
Cc1ccc(C(=O)NNC(=O)c2ccoc2C)s1	-8.0	4.4	-22.3	-0.2	5.2	-1.7	-9.7
COc1ccc(C(=O)N2CCNC(=O)C2CC(=O)Nc2ccc(C)c(C)c2)cc1 (stereo not drawn)	nt	7.7	-5.3	1.6	32.4	nt	-1.0
Cc1ccc(S(=O)(=O)N(C)CC(=O)N2CCCCCC2)cc1	1.0	18.6	12.1	2.1	0.7	20.8	-1.8
CCCCn1c(/N=C/c2ccccc2NS(=O)(=O)c2ccc(C)cc2)nc2ccccc21	2.9	nt	8.2	-3.9	-12.1	1.0	-2.7
Cc1cccc(NC(=O)NNC(=O)c2nn(C)cc2Br)c1	-2.1	-1.1	24.1	-0.3	-0.5	-0.1	-4.6
C[C@H]1CCCCO[C@H](CN(C)S(=O)(=O)c2ccccc2)[C@@H](C)CN([C@@H](C)CO)C(=O)c2cc(NC(=O)C3CCCCC3)ccc2O1	5.4	?	13.7	-1.5	-22.9	8.3	8.4[16.7 µM]
Cc1ccc(NC(=O)Nc2cccn(Cc3c(F)cccc3Cl)c2=O)cc1	-56.7	nt	-38.1	0.9	9.4	-1.5	nt
C[C@@H]1CN([C@H](C)CO)C(=O)Cc2cc(NS(=O)(=O)c3ccccc3)ccc2O[C@@H]1CN(C)Cc1ccc(Cl)c(Cl)c1	5.2	7.7	58.7	5.3	-16.3	nt	-1.8[16.7 µM]
CCN1C(=O)N(C(C)=O)[C@H]2C[C@H](C(=O)N3CCCC3)[C@H](C)[C@H](c3ccccc3)C[C@H]21	-23.6	3.2	-15.2	-2.3	9.3	0.4	nt
Cc1sc2nc(SCC(=O)N(CCO)CCO)nc(N)c2c1C	2.7	6.8	-8.4	-1.1	nt	-0.7	nt
CC=Cc1ccc2n(c1=O)C[C@@H]1[C@@H](CO)[C@H](C(=O)NCc3ccccn3)[C@H]2N1C (mixture of isomers)	-2.1	-1.8	nt	nt	4.8	nt	nt
CCC(C)NC(=O)CN(C1CCCCC1)S(C)(=O)=O (stereo not drawn)	-2.3	nt	-9.7	1.7	5.3	0.2	-1.9
Cc1noc(C)c1NC(=O)N(C)C[C@@H]1Oc2ccc(NC(=O)C3CC3)cc2C(=O)N([C@@H](C)CO)C[C@H]1C	2.0	1.9	-4.9	-3.2	15.4	4.5	10.5[16.7 µM]
CCN(CC)C(=O)[C@H]1C[C@H](CC(=O)NCCc2ccccn2)C(=O)N2CCc3c([nH]c4cc(CCC(=O)N(C)C)ccc34)[C@]12C	-7.2	-3.5	-31.4	-5.7	28.0	3.3	-4.2
CCC(=O)NNC(=O)Cc1c(C)n(C(=O)c2ccc(Cl)cc2)c2ccc(OC)cc12	9.2	-7.1	10.0	-3.6	-12.1	-13.1	-0.3
COCC1CCCCN1C(=O)c1ccc2oc(CCCc3ccccc3)nc2c1 (stereo not drawn)	nt	-1.4	-41.7	-1.2	-43.7	nt	nt
CCCCCCn1c(=O)n2n(c1=O)[C@@H]1CN(S(=O)(=O)c3ccc(C)cc3)C[C@]1(O)[C@@H](OC(=O)NCc1ccccc1F)C2	0.8	-1.4	15.0	3.7	-37.0	9.7	-17.4
C[C@H](CO)N1C[C@H](C)[C@@H](CN(C)C(=O)Nc2ccccc2)Oc2ccc(NC(=O)CCC(F)(F)F)cc2C1=O	3.3&-1.8	0.9&8.8	-19.7&-18.5	1.0&0.2	12.5&3.6	-2.3&-63.0	10.0[16.7 µM]
O=C(Nc1cccc(Cl)c1Cl)c1ccccc1NC(=O)C1CC=CCC1C(=O)O (stereo not drawn)	5.5	-8.1	-16.6	2.8	1.0	6.7	-0.5
Cc1ccc(S(=O)(=O)N[C@H](CNCc2ccccc2)C(C)C)cc1	-1.8	-11.8	-8.2	1.4	14.9	2.0	nt
COc1ccccc1NS(=O)(=O)c1cccs1	-2.2	-4.7	nt	1.4	12.2	nt	nt
CCOC(=O)c1nc(N)c(=O)n(-c2ccc(C)cc2)n1	nt	nt	10.1	nt	nt	1.2	7.7

# (list continues)
# Results follow in this order: EWS-Fli block, DENV2 CPE, PAX8 inh HTS, CFTR F508del cor, GSIS activator, FN deposition inh, miR-122 sensor
CC(=O)c1cc2c(cc1NC(=O)CN1Cc3ccccc3C1=O)OCO2
→ -1.4, 3.6, 7.4, 0.5, 2.1, -7.7, nt
O=C(NC1CCCC1)N[C@@H]1CC[C@H](CC(=O)N2CCOCC2)O[C@@H]1CO
→ 0.5, -5.7, -9.4, -1.6, 12.3, nt, 0.0[16.7 µM]
Cc1noc(C)c1COc1ccccc1C(=O)NCc1ccccc1Cl
→ 4.5, 2.4, 2.1, -0.7, 30.4, 6.0, 7.4
C=C(C)[C@@H]1C2=CC(C(=O)OC)=C(C[C@H](C(=C)C)[C@H]3O[C@H]3C3=C[C@H]1OC3=O)O2
→ 56.9*, 14.5, nt, -0.7, nt, nt, -11.0
C=CCNC(=O)NC(=O)COC(=O)[C@H](C)NS(=O)(=O)c1c(C)c(C)cc(C)c1C
→ 4.7, 4.0, -3.9, -0.6, -7.7, 6.6, nt
C[C@@H]1CCCCO[C@H](CN(C)Cc2ccc(C(F)(F)F)cc2)[C@H](C)CN([C@H](C)CO)C(=O)c2cc(NS(=O)(=O)c3cn(C)cn3)ccc2O1
→ 3.4, 2.6, -51.2, 0.3, -14.0, nt, 12.6[16.7 µM]
Cc1cc(=O)oc2c(C)c(OC(C)C(=O)NCCCN3CCCC3=O)ccc12 (stereo not drawn)
→ -3.1, -0.9, 3.5, 4.1, 18.6, -5.1, 4.1
CN(C)C(CNC(=O)CCCOc1ccccc1)c1ccco1 (stereo not drawn)
→ nt, nt, -27.1, nt, nt, -7.0, -3.1
N#CC1=C(N)N(c2ccc(F)cc2)C2=C(C1c1ccc(O)cc1)S(=O)(=O)CC2 (stereo not drawn)
→ 1.1, 2.7, 9.0, -1.5, -34.3, -5.3, 0.2
C=CCNC(=O)c1onc(CSc2cc(C)cc(C)c2)c1C(=O)O
→ -3.1, ?, 0.0, -0.1, -7.9, 0.1, 2.1
CCN(CC)C(=O)Cn1nc(-c2ccc(Cl)cc2)c2ccccc2c1=O
→ 8.8, -2.3, -1.6, -2.2, 9.2, -0.9, nt
C[C@@H]1CN([C@@H](C)CO)S(=O)(=O)c2ccc(-c3cccc(F)c3)cc2O[C@H]1CN(C)C(=O)c1cccc(F)c1
→ 14.4, ?, nt, 4.7, -10.4, -3.4, -4.8[16.7 µM]
O=C1CN(CC(=O)NC2CCCc3ccccc32)CCN1 (stereo not drawn)
→ 0.3, -4.7, 8.0, -0.8, 10.2, -1.4, -6.4
Cc1ccc(OCC(=O)NCCCNC(=O)c2ccc(C)nc2)cc1
→ -3.5, -2.6, 10.6, 1.8, 8.2, -1.6, 0.7
COC(=O)CCCC(=O)N1CCCC(C(=O)c2ccc(OC)cc2C)C1 (stereo not drawn)
→ -1.6, -1.3, -50.3, 2.0, 5.8, 2.7, nt
Cc1ccc(OCCNC(=O)/C=C/c2ccccc2)cc1
→ -31.9, 27.7*, 8.7, -5.3, -29.2, -0.3, 0.2
CCOC(=O)/C(=C/C1=CC(=C/N(C)C)/C(=O)O1)C(C)=O
→ 3.2, -3.8, -2.8, 1.5, 0.1, 1.3, -7.3
c1ccc(CSCc2cn3ccccc3n2)cc1
→ -83.4, -3.6, -191.4, -2.2, 10.4, 9.3, -5.3
COc1cccc(CN2CCN(Cc3ccon3)CC2CCO)c1 (stereo not drawn)
→ 21.9, -5.0, 17.8, -0.2, 2.9, 6.3, nt
C[C@H]1CN([C@@H](C)CO)C(=O)c2cc(NC(=O)c3ccncc3)ccc2O[C@@H]1CN(C)Cc1ccc(C(F)(F)F)cc1
→ -5.0, nt, -39.7, 0.5, 6.2, nt, -6.2[16.7 µM]
O=C(NC1CCCCC1)[C@H]1[C@H](CO)[C@H]2Cn3c(cccc3=O)[C@H]2N1CCc1ccccc1
→ 14.4, -1.5, nt, 0.4, 8.1, -8.1, -6.7[16.7 µM]
COc1ccccc1CNC(=O)C[C@H]1C[C@@H]2c3cc(NS(=O)(=O)c4ccc(F)cc4)ccc3O[C@@H]2[C@@H](CO)O1
→ 13.6, -1.9, -2.5, 0.9, -22.9, nt, -4.7[16.7 µM]
COC(=O)C(Cc1ccc(O)cc1)NC(=O)CCOc1ccc(OC)cc1 (stereo not drawn)
→ -0.7, -1.6, -0.9, -2.0, 8.7, 11.3, nt
O=C(/C(=N/N=C/c1ccc(O)c(O)c1)c1ccccc1)c1ccccc1
→ 13.2, 3.7, 16.9, nt, -22.3, 9.6, -11.0
Cc1ccc(C(=O)NNC(=O)c2nn(-c3ccc(F)cc3)ccc2=O)cc1
→ -15.3, -1.1, -9.2, -0.9, 13.5, 12.2, 2.1
COc1ccc(NC(=O)N(C)C[C@@H]2Oc3cc(C#CCN(C)C)ccc3S(=O)(=O)N([C@H](C)CO)C[C@H]2C)cc1
→ -6.7&-8.5, 7.8&-2.6, 9.7, 0.6&0.4, 10.5&-0.3, -2.5&8.2, -1.7
Cc1cc(C(=O)Nc2cccc3c2O[C@@H](CN(C)C(=O)Nc2c(C)noc2C)[C@H](C)CN([C@H](C)CO)C3=O)n(C)n1
→ -8.4, 5.8, nt, -2.1, -3.2, -56.0, -2.9[16.7 µM]
O=C1Nc2ccccc2O/C1=C\c1c(F)cccc1Cl
→ -1.8, 2.3, 11.9, 1.3, 24.6, 7.4, 5.3

# High-throughput results: PubChem BioAssay, Broad Institute
